Assay outcomes deposited in PubChem BioAssay by several laboratories.
Mcl1 Noxa PPI – Mcl-1/Noxa interaction inhibition; Q07820; actives 1.5% (n = 220,000); inhibition, % at 21.7 µM; TR-FRET Mcl-1/Noxa peptide binding, 2 h;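 active means compounds that cut the protein-peptide binding signal by more than 50% relative to plate controls in a single-dose test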;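 further: His-tagged Mcl-1 with rhodamine Noxa BH3 peptide and terbium anti-His antibody; 0% = Mcl-1 plus Noxa peptide wells and 100% = peptide-only wells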
Target sequence (Q07820 whole entry, looked up): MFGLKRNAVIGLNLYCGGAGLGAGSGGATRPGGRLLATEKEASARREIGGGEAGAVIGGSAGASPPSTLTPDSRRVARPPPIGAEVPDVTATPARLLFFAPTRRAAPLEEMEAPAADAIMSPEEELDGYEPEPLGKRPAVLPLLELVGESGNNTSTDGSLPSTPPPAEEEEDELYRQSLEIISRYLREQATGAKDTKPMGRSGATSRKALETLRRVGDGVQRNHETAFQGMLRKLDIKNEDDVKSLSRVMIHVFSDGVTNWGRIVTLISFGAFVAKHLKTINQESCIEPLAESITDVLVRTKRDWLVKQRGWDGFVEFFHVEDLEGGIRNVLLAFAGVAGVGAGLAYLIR
Bim-Mcl-1 – inhibitors of Bim-Mcl-1 interaction, human. inhibition, % at 10 µM. AID 1009. Q07820. Bead-based flow cytometry, Bim peptide-Mcl-1 binding. actives 0.1% (n = 190,000); in the data active means inhibition above about 40%;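 further: 0% = no compound tracer wells and 100% = peptide blocker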
Mcl1-Bid inh – disrupts binding of human Mcl-1 to Bid peptide | AID 1021 | inhibition, % at 21.7 µM | TR-FRET Mcl-1/Bid-Dy647 peptide binding, 1536-well | actives 0.97% (n = 220,000);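 active means compounds that cut the binding signal by more than half at the single screening dose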;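 further: His-tagged Mcl-1 with europium anti-His antibody binding Bid BH3 peptide; 0% = Mcl-1 plus peptide wells and 100% = peptide-only wells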
Cdc42 wt – changes GTP binding to wildtype human Cdc42; AID 761; P60953; GST-Cdc42 beads, Bodipy-GTP binding, flow cytometry; actives lie on both sides; percent activity (GTP binding), % at 10 µM; actives 0.2% (n = 190,000);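 active means percent activity GTP binding at least 20 points away from the 100% baseline, either down as inhibitor or up as activator; inconclusive means compound flagged as likely green fluorescent from well-wide comparison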;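 further: median bead fluorescence of bound Bodipy-FL-GTP at 100 nM; 0% = excess unlabeled GTP control and 100% = no compound control; below 100% means less GTP binding so inhibitor and above means activator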
Target sequence (P60953 whole entry, looked up): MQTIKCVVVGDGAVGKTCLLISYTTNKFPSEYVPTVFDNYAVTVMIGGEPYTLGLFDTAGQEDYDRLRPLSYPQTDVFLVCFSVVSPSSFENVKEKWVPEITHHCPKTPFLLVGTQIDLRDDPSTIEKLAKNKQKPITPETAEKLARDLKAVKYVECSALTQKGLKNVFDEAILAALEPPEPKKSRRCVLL
Rac1 mut GTP – modulators of GTP binding to human Rac1 activated mutant | GST-Rac1 activated beads, fluorescent GTP binding, flow cytometry; actives lie on both sides; 100% means binding = to untreated wells | percent activity (GTP binding), % at 10 µM | actives 0.11% (n = 190,000);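 active means GTP binding at least 20 percentage points away from the 100% baseline, in either direction, so actives lie on both sides; inconclusive means Compound likely fluorescent itself, or too few beads counted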
Rab7 wt GTP bind – modulators of GTP binding to dog Rab7 wildtype GTPase | actives 0.055% (n = 190,000) | GTP binding activity (percent of control), % at 10 µM | GST-Rab7 beads, fluorescent GTP binding, flow cytometry; actives lie on both sides; untreated = 100%, excess cold GTP = 0%;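 active means fluorescent GTP binding to Rab7 beads changed by at least 20 points from the 100% baseline, either direction, mostly lower; inconclusive means compound itself probably fluorescent, or too few beads counted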;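 further: median green fluorescence of bound Bodipy-FL-GTP per Rab7 bead population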
Rab2 wt GTP – changes GTP binding to wildtype dog Rab2A, up or down; GST-Rab2 wt beads, Bodipy-GTP binding, flow cytometry; actives 0.19% (n = 190,000); AID 760; GTP binding activity, % at 10 µM;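 active means GTP binding activity at least 20 points away from 100%, either lowered or raised; inconclusive means signal likely due to the compound's own green fluorescence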;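 further: 0% = beads with excess unlabeled GTP and 100% = no-compound control corrected for plate trend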
Pf gamet viab – P. falciparum stage V gametocyte viability inhibition; P. falciparum stage V gametocytes, ATP luminescence, 24 h; inhibition, % at 10.9 µM; actives 0.065% (n = 150,000); AID 743093;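 active means inhibition above the mean plus 3 SD of compounds within the control limits, set per campaign, cut at about 38% in these data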;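 further: 0% = DMSO wells and 100% = medium only without gametocytes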
Avidin fluor – avidin bead compound fluorescence profile | fluorescence (KMESF) at 10 µM | Avidin beads, compound fluorescence 488/530 nm, flow cytometry; stronger effect = higher value | actives 0.38% (n = 220,000); in the data active means fluorescence above about 47; further: inactives centre near 10
Rac1 wt GTP bind – modulators of human Rac1 wildtype GTP binding; P63000; GST-Rac1 beads, fluorescent GTP binding, flow cytometry; actives lie on both sides; 0 = cold GTP competed, 100 = untreated; GTP binding activity (% of control), % at 10 µM; actives 0.27% (n = 190,000);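 active means GTP binding activity at least 20 points away from the 100% control level, either lower or higher; inconclusive means compound flagged as likely green fluorescent, judged across all proteins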
HRas wt GTP – modulators of GTP binding to human HRas wildtype | AID 759 | GST-Ras wt beads, Bodipy-FL-GTP binding, flow cytometry; actives lie on both sides | P01112 | GTP binding activity, % at 10 µM | actives 0.14% (n = 190,000);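 active means GTP binding activity at least 20% away from the 100% baseline, either lowered as inhibitor or raised as activator; inconclusive means flagged as likely green fluorescent, judged across all proteins in the well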;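 further: 0% = unlabeled GTP competition control and 100% = no-compound control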
Target sequence (P01112 whole entry, looked up): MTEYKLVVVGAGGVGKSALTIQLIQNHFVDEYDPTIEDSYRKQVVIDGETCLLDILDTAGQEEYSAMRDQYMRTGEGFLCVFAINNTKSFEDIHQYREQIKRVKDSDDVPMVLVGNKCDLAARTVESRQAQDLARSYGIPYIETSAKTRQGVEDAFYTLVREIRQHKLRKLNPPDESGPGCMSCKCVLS
Active calls of the source: *. An unsorted share of the library. Share with any hit: about 2.7%.

`Brc1ccc(-c2csc(/N=C/N3CCCC3)n2)cc1` gave Mcl1 Noxa PPI -6, Bim-Mcl-1 -1, Mcl1-Bid inh -18, Cdc42 wt 94, Rac1 mut GTP 89, Rab7 wt GTP bind 101, Rab2 wt GTP 93, Pf gamet viab -5, Avidin fluor 10, Rac1 wt GTP bind 95 and HRas wt GTP 94.
Cc1ccccc1CN1CCN(C/C=C/c2ccccc2)CC1 was read as Mcl1 Noxa PPI 9, Bim-Mcl-1 -3, Mcl1-Bid inh -9, Cdc42 wt 103, Rac1 mut GTP 99, Rab7 wt GTP bind 99, Rab2 wt GTP 101, Avidin fluor 11, Rac1 wt GTP bind 105 and HRas wt GTP 102.
`CC(=O)NN=C1CCC(c2ccccc2)CC1` (configuration not stated) gave Mcl1 Noxa PPI 0, Bim-Mcl-1 -7, Mcl1-Bid inh 6, Cdc42 wt 98, Rac1 mut GTP 97, Rab7 wt GTP bind 94, Rab2 wt GTP 96, Avidin fluor 11, Rac1 wt GTP bind 100 and HRas wt GTP 97.
`COc1ccc(CN(Cc2cc3cc(OC)c(OC)cc3[nH]c2=O)C(=O)NC2CCCCC2)cc1` gave Mcl1 Noxa PPI -28, Bim-Mcl-1 -1, Mcl1-Bid inh -36, Cdc42 wt 98, Rac1 mut GTP 98, Rab7 wt GTP bind 96, Rab2 wt GTP 99, Pf gamet viab 11, Avidin fluor 14, Rac1 wt GTP bind 96 and HRas wt GTP 100.
Cc1cccc(NC(=S)N2N=CCC2c2ccccc2)c1 (configuration not stated) was read as Mcl1 Noxa PPI 9, Bim-Mcl-1 0, Mcl1-Bid inh -36, Cdc42 wt 105, Rac1 mut GTP 101, Rab7 wt GTP bind 100, Rab2 wt GTP 101, Avidin fluor 12, Rac1 wt GTP bind 104 and HRas wt GTP 102.
`O=C(NC(=S)Nc1ccc(N2CCCCC2)cc1)c1ccco1` gave Mcl1 Noxa PPI 3, Bim-Mcl-1 -2, Mcl1-Bid inh -26, Cdc42 wt 100, Rac1 mut GTP 99, Rab7 wt GTP bind 105, Rab2 wt GTP 100, Avidin fluor 45, Rac1 wt GTP bind 101 and HRas wt GTP 103.
For COCc1cc(C)nc2sc(C(=O)N3CCCCC3)c(N)c12 the results were Mcl1 Noxa PPI 22, Bim-Mcl-1 0, Mcl1-Bid inh -19, Cdc42 wt 100, Rac1 mut GTP 99, Rab7 wt GTP bind 102, Rab2 wt GTP 100, Pf gamet viab 0, Avidin fluor 10, Rac1 wt GTP bind 101 and HRas wt GTP 98.
Screening COc1cc(OC)cc(C(=O)NC2CCN(Cc3nnnn3Cc3ccc(F)cc3)CC2)c1 returned Mcl1 Noxa PPI 19, Bim-Mcl-1 2, Mcl1-Bid inh -28, Cdc42 wt 95, Rac1 mut GTP 94, Rab7 wt GTP bind 97, Rab2 wt GTP 95, Pf gamet viab 15, Avidin fluor 10, Rac1 wt GTP bind 95 and HRas wt GTP 96.
For Cc1ccc(CN2CC34C=CC(O3)C(C(=O)NCc3ccco3)C4C2=O)cc1 (configuration not stated) the results were Mcl1 Noxa PPI 12, Bim-Mcl-1 1, Mcl1-Bid inh -10, Cdc42 wt 98, Rac1 mut GTP 92, Rab7 wt GTP bind 96, Rab2 wt GTP 96, Pf gamet viab 14, Avidin fluor 35, Rac1 wt GTP bind 94 and HRas wt GTP 96.
Screening Cc1cc2ccccc2nc1Br returned Mcl1 Noxa PPI 2, Bim-Mcl-1 -3, Mcl1-Bid inh -13, Cdc42 wt 101, Rac1 mut GTP 96, Rab7 wt GTP bind 95, Rab2 wt GTP 98, Pf gamet viab 4, Avidin fluor 2, Rac1 wt GTP bind 101 and HRas wt GTP 100.
Screening CCOC(=O)C(Cc1ccccc1)NC(=O)CCc1c(C)nc2nc(C)nn2c1C (configuration not stated) returned Mcl1 Noxa PPI -3, Bim-Mcl-1 -2, Mcl1-Bid inh -12, Cdc42 wt 100, Rac1 mut GTP 98, Rab7 wt GTP bind 98, Rab2 wt GTP 99, Avidin fluor 26, Rac1 wt GTP bind 101 and HRas wt GTP 99.
Screening CCn1c(SCC(=O)NC(C)c2ccccc2)nc2ccccc21 (configuration not stated) returned Mcl1 Noxa PPI 2, Bim-Mcl-1 -1, Mcl1-Bid inh -17, Cdc42 wt 99, Rac1 mut GTP 95, Rab7 wt GTP bind 91, Rab2 wt GTP 95, Avidin fluor 8, Rac1 wt GTP bind 99 and HRas wt GTP 96.
Screening COc1cc(C(=O)N2CCCC(c3nc(-c4cccs4)no3)C2)cc(OC)c1OC (configuration not stated) returned Mcl1 Noxa PPI 10, Bim-Mcl-1 0, Mcl1-Bid inh -8, Cdc42 wt 102, Rac1 mut GTP 101, Rab7 wt GTP bind 101, Rab2 wt GTP 102, Avidin fluor 11, Rac1 wt GTP bind 102 and HRas wt GTP 103.
For COc1ccc(OCCSc2nc(N)cc(N)n2)cc1 the results were Mcl1 Noxa PPI 7, Bim-Mcl-1 -2, Mcl1-Bid inh -16, Cdc42 wt inconclusive, Rac1 mut GTP inconclusive, Rab7 wt GTP bind inconclusive, Rab2 wt GTP inconclusive, Avidin fluor 14, Rac1 wt GTP bind inconclusive and HRas wt GTP inconclusive.
COc1ccc(NCC(=O)N/N=C/C=C/c2ccccc2[N+](=O)[O-])cc1 was read as Mcl1 Noxa PPI 20, Bim-Mcl-1 1, Mcl1-Bid inh -40, Cdc42 wt 93, Rac1 mut GTP 94, Rab7 wt GTP bind 102, Rab2 wt GTP 96, Pf gamet viab 16, Avidin fluor 23, Rac1 wt GTP bind 95 and HRas wt GTP 96.
For CC1CN(S(=O)(=O)c2ccc(Cl)c(S(=O)(=O)N3CC(C)OC(C)C3)c2)CC(C)O1 (configuration not stated) the results were Mcl1 Noxa PPI -9, Bim-Mcl-1 0, Mcl1-Bid inh -20, Cdc42 wt 95, Rac1 mut GTP 94, Rab7 wt GTP bind 93, Rab2 wt GTP 94, Pf gamet viab 4, Avidin fluor 1, Rac1 wt GTP bind 96 and HRas wt GTP 96.
Cn1ccnc1SCc1cn2ccccc2n1 was read as Mcl1 Noxa PPI -7, Bim-Mcl-1 -13, Mcl1-Bid inh -47, Cdc42 wt 94, Rac1 mut GTP 94, Rab7 wt GTP bind 98, Rab2 wt GTP 98, Avidin fluor 15, Rac1 wt GTP bind 93 and HRas wt GTP 96.
`C/C(=N\NC(=O)CC1N=C(Cc2ccccc2)NNC1=O)c1ccc(C)cc1` (configuration not stated) gave Mcl1 Noxa PPI 13, Bim-Mcl-1 0, Mcl1-Bid inh -7, Cdc42 wt 107, Rac1 mut GTP 100, Rab7 wt GTP bind 102, Rab2 wt GTP 101, Pf gamet viab -9, Avidin fluor 40, Rac1 wt GTP bind 108 and HRas wt GTP 103.
`CCn1cc(C(=O)O)c(=O)c2cc(F)c(N3CCN(C)CC3)cc21` gave Mcl1 Noxa PPI -24, Bim-Mcl-1 1, Mcl1-Bid inh 2, Cdc42 wt 96, Rac1 mut GTP 96, Rab7 wt GTP bind 104, Rab2 wt GTP 98, Avidin fluor 13, Rac1 wt GTP bind 101 and HRas wt GTP 97.
For CC(=O)C1=C(C)NC(=O)CC1c1ccc(F)cc1 (configuration not stated) the results were Mcl1 Noxa PPI -3, Bim-Mcl-1 -1, Mcl1-Bid inh 6, Cdc42 wt 96, Rac1 mut GTP 93, Rab7 wt GTP bind 98, Rab2 wt GTP 95, Avidin fluor 7, Rac1 wt GTP bind 99 and HRas wt GTP 96.
COc1ccc(/C=N/NC(=O)c2cccnc2)cc1CN1CCCc2ccccc21 was read as Mcl1 Noxa PPI 31, Bim-Mcl-1 0, Mcl1-Bid inh -44, Cdc42 wt 95, Rac1 mut GTP 94, Rab7 wt GTP bind 93, Rab2 wt GTP 94, Pf gamet viab -1, Avidin fluor 7, Rac1 wt GTP bind 94 and HRas wt GTP 95.
Cc1ccc(NC(=O)CSc2nc3ccccc3c3nc4ccccc4n23)cc1 was read as Mcl1 Noxa PPI 20, Bim-Mcl-1 1, Mcl1-Bid inh 62*, Cdc42 wt 101, Rac1 mut GTP 101, Rab7 wt GTP bind 100, Rab2 wt GTP 101, Avidin fluor 11, Rac1 wt GTP bind 102 and HRas wt GTP 101.
Screening COc1ccc(-c2cc(N3C(=O)Nc4ccccc4N3O)n[nH]2)cc1 returned Mcl1 Noxa PPI 11, Bim-Mcl-1 -5, Mcl1-Bid inh 35, Cdc42 wt 98, Rac1 mut GTP 97, Rab7 wt GTP bind 98, Rab2 wt GTP 100, Pf gamet viab 1, Avidin fluor 23, Rac1 wt GTP bind 100 and HRas wt GTP 99.
`COc1cc(/C=N/n2nnnc2N)ccc1OCc1c(C)no[n+]1[O-]` gave Mcl1 Noxa PPI 8, Bim-Mcl-1 -1, Mcl1-Bid inh -9, Cdc42 wt 97, Rac1 mut GTP 99, Rab7 wt GTP bind 96, Rab2 wt GTP 96, Pf gamet viab 11, Avidin fluor 19, Rac1 wt GTP bind 96 and HRas wt GTP 96.
`CCN(CC)S(=O)(=O)c1cc(F)ccc1OC` gave Mcl1 Noxa PPI -17, Bim-Mcl-1 1, Mcl1-Bid inh -3, Cdc42 wt 100, Rac1 mut GTP 100, Rab7 wt GTP bind 99, Rab2 wt GTP 98, Pf gamet viab 5, Avidin fluor 4, Rac1 wt GTP bind 100 and HRas wt GTP 98.
Screening COc1cc(NC(=O)c2cccc(Cl)c2)c(OC)cc1NC(=O)CN1CCCCC1 returned Mcl1 Noxa PPI 2, Bim-Mcl-1 -8, Mcl1-Bid inh -16, Cdc42 wt 102, Rac1 mut GTP 98, Rab7 wt GTP bind 99, Rab2 wt GTP 97, Pf gamet viab 6, Avidin fluor 9, Rac1 wt GTP bind 100 and HRas wt GTP 98.
O=c1nc(-c2ccccc2)c2ccccc2[nH]1 was read as Mcl1 Noxa PPI -12, Bim-Mcl-1 0, Mcl1-Bid inh 15, Cdc42 wt 95, Rac1 mut GTP 93, Rab7 wt GTP bind 93, Rab2 wt GTP 93, Pf gamet viab -1, Avidin fluor 11, Rac1 wt GTP bind 94 and HRas wt GTP 96.
For O=C(c1cnn2c(C(F)F)cc(-c3ccccc3)nc12)N1CCOCC1 the results were Mcl1 Noxa PPI -3, Bim-Mcl-1 6, Mcl1-Bid inh 0, Cdc42 wt 98, Rac1 mut GTP 96, Rab7 wt GTP bind 97, Rab2 wt GTP 97, Pf gamet viab -9, Avidin fluor 20, Rac1 wt GTP bind 97 and HRas wt GTP 96.
